Screening data deposited in PubChem BioAssay by Icahn School of Medicine at Mount Sinai.
RBX1-CUL1 inh: human ROC1-CUL1 E3 ligase inhibition. AID 1347404. 140,000 tested, 0.6% active. P62877+Q13616. in vitro K48 di-Ub FRET, acceptor:donor ratio, 45 min. inhibition, % at 10 µM; in the data active means inhibition above about 25%
Target sequence (P62877 whole entry, looked up): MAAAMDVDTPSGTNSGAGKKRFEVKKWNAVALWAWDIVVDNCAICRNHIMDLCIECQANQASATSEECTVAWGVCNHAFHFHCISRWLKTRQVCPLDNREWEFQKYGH
Target sequence (Q13616 whole entry, looked up): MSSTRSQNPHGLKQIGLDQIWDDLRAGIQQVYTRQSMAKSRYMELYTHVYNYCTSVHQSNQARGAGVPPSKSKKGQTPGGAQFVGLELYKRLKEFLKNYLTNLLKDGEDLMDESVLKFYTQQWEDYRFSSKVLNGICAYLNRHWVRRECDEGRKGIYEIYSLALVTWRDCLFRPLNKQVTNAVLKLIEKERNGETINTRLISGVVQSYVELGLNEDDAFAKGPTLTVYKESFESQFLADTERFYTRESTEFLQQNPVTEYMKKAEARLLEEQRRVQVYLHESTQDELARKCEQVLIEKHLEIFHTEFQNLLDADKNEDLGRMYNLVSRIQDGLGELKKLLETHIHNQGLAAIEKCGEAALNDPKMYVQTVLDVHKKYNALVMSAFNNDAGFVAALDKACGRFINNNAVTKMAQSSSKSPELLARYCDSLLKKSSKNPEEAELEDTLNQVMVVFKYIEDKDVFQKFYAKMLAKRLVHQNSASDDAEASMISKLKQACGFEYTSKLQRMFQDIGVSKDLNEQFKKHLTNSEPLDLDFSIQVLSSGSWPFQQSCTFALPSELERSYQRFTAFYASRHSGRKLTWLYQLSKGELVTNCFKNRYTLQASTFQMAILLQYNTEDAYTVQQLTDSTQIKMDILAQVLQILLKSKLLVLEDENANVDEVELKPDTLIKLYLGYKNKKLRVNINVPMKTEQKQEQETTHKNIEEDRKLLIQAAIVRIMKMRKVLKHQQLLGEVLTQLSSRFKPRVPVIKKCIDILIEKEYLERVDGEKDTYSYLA
Active calls of the source: *. Not all compounds are listed (hit frequency here may not be typical).

structure,RBX1-CUL1 inh
COc1ccc(OC)c(C2Nc3c(C)cc(C)cc3-c3cc(C)nn32)c1 (configuration not stated),2
CC(=Nc1ccc(Br)cc1)c1ccccc1O,0
CCCCSc1nc(N)c2c3c(sc2n1)COC(C(C)C)C3 (configuration not stated),1
c1ccc(Cn2nnc3c(Nc4ccc5c(c4)OCO5)ncnc32)cc1,1
COc1ccc(-c2cc(-c3c(O)ccc4c(C)cc(=O)oc34)nc(N)n2)cc1OC,-10
Cc1c(C(=O)NCCc2ccccn2)sc2ncnc(NCCC3=CCCCC3)c12,8
FC(F)(F)c1ccc(-c2nnc(-c3cnn(-c4ccccc4)c3-c3ccccc3)o2)cc1,3
CC(=O)c1cccc(-c2nn(CC(=O)Nc3cc(C)nn3C)c3ccccc23)c1,-3

structure,RBX1-CUL1 inh
O=C(Cn1nnnc1CN1CCCCCC1)N1CCC(N2CCSCC2)CC1,2
COc1ccc(OCC(=O)Nc2ccc(O)c(-c3nc4ccccc4s3)c2)cc1,-2
CCCC12CN3CC(C)(CN(C1)C3c1ccc(OC)cc1)C2=O (configuration not stated),-11
CCN(CC)c1ccc(N=Cc2ccccc2[N+](=O)[O-])cc1,2
N=c1sc2c(n1CC(=O)c1ccc(Cl)c(Cl)c1)CCCC2,-4
COC(=O)Cn1c(SCCOc2ccccc2OC)nc2ccccc21,8
COc1ccccc1C(=O)NCCc1csc(-c2ccc(C(F)(F)F)cc2)n1,-7
CCN1CCCC1CN(CC1CCN(CCOC)CC1)C(=O)Cn1cncn1 (configuration not stated),2

structure,RBX1-CUL1 inh
Cc1cc(=O)n(Cc2ccccc2Cl)c2c1c(C)nn2-c1ccccc1,-4
CCc1c(C(=O)N/N=C/c2cn[nH]c2-c2ccc(F)cc2)csc1C,0
CCOC(=O)c1c(C)oc2nc(C)nc(NCC3CCN(Cc4cccc(Cl)c4)CC3)c12,0
CCn1c(SC(C)C(=O)Nc2c(C)cccc2C)nc2ccccc2c1=O (configuration not stated),3
Cc1ccc2cc(C3c4c(n[nH]c4C)OC(=N)C3C#N)c(Cl)nc2c1C (configuration not stated),-4
Brc1ccc(-c2ccc(CNCCSc3nnnn3-c3ccccc3)o2)cc1,-4
COc1ccc(NCc2nnc(SCC(=O)Nc3ccccc3C)o2)cc1,6
O=S(=O)(Cc1ccc(Cl)c(Cl)c1)NC1CC2CCC1C2 (configuration not stated),6

structure,RBX1-CUL1 inh
CN(C)CCN1C(=O)NC(Cc2cccc(F)c2)(C2CCN(C(=O)C3(C)CCCCC3)CC2)C1=O (configuration not stated),13
CCOc1ccccc1NC(=O)N1CCN(Cc2cc(=O)n3nc(-c4ccc(C)cc4)sc3n2)CC1,7
Nc1nc(-c2ccccc2)c(Cl)nc1-c1ccccc1,5
OC[C@@H]1C=C(c2ccccc2)C[C@H](CO)C1,6
COc1nonc1NC(=O)CSc1nc2ccccc2[nH]1,2
COc1ccc(Br)cc1CNC(C)C,4
Cc1ccc(NCN2C(=O)C3CC=CCC3C2=O)cc1Cl (configuration not stated),3
COc1ccc(-c2cc(C)nc3c(-c4ccc(OC)c(OC)c4)c(C)nn23)cc1,7

structure,RBX1-CUL1 inh
CC1(C)[C@H]2CC=C(CCNC3CCN(c4ccc(C(=O)N[C@H]5CCCCNC5=O)cc4)CC3)[C@@H]1C2,4
COc1cc(CNCc2ccccc2)ccc1OCC(=O)NC1CCCCC1,8
Cc1cc(Cl)ccc1NS(=O)(=O)Cc1ccccc1,-2
O=C(COC(=O)C1CCC(N2C(=O)C3C4C=CC(C5CC45)C3C2=O)CC1)c1ccc(Cl)cc1Cl (configuration not stated),6
Nc1nnc(SCC(=O)Nc2ccc3nc(SCC(=O)c4ccccc4)sc3c2)s1,0
C(=N\Nc1ncnc2sc3c(c12)CCC3)/c1ccccn1,0
COc1ccccc1NC(=O)c1c(NCc2ccc(C)o2)sc2c1CCC(C)C2 (configuration not stated),-8
c1cc(-c2csnn2)ccc1-c1ccc(-c2csnn2)cc1,5

structure,RBX1-CUL1 inh
CN(C)C(=O)C1CCCN(C2CCN(c3nc4ccccc4o3)CC2)C1 (configuration not stated),3
CCn1cc(/C=C/C(=O)Nc2nc(-c3ccc(C)c(C)c3)c(C)s2)cn1,-6
CC1CCCN(CC(O)COc2ccc3c(c2)OCO3)C1 (configuration not stated),-2
COc1ccc(CC(=O)Nc2ccc(S(=O)(=O)Nc3nc(C)cc(C)n3)cc2)cc1,9
CN(C)c1ccc(NC(=O)c2ccc([N+](=O)[O-])cc2Cl)cc1,-2
COc1ccc([N+](=O)[O-])cc1NC(=O)c1cccc(I)c1,2
Cc1ccc(C(OCCN(C)C)c2cccc(C(F)(F)F)c2)cc1 (configuration not stated),18
Cc1ccc(S(=O)(=O)N2CCN(Cn3cnc4ccccc43)CC2)cc1,10

Reprinted at random: 5 records from the list
structure,RBX1-CUL1 inh
COc1ccc([N+](=O)[O-])cc1NC(=O)c1cccc(I)c1,2
CCn1cc(/C=C/C(=O)Nc2nc(-c3ccc(C)c(C)c3)c(C)s2)cn1,-6
CC1CCCN(CC(O)COc2ccc3c(c2)OCO3)C1 (configuration not stated),-2
CN(C)C(=O)C1CCCN(C2CCN(c3nc4ccccc4o3)CC2)C1 (configuration not stated),3
CN(C)c1ccc(NC(=O)c2ccc([N+](=O)[O-])cc2Cl)cc1,-2

Additional records:
structure,RBX1-CUL1 inh
COc1ccc(-c2cc(C(F)(F)F)c(C#N)c(SCC(=O)Nc3cccc(C)c3)n2)cc1,0
COc1ccccc1NC(=O)CSc1nncn2c1cc1sccc12,6
CCOc1ccccc1C(=O)Nc1nnc(C)s1,2
Cc1csc(SCC(=O)N2CCc3c(cnc(C)c3CNS(=O)(=O)c3cccs3)C2)n1,-7
O=c1c2c3c(sc2nc(SCCS(=O)(=O)Oc2ccc(Br)cc2)n1-c1ccccc1)CCCC3,8
COc1ccc(C2=NS(=O)(=O)N(C)C(C(=O)N(C)Cc3ccccc3)=C2)cc1OC,-7
CCOC(=O)c1cccc(N=c2cc(-c3ccc(OC)cc3)oc3ccc(O)cc23)c1,-1
CC1CCN(S(=O)(=O)c2ccc3c(c2)N(CC(=O)NCCN(C)C)C(=O)CS3)CC1,6

structure,RBX1-CUL1 inh
COc1cc(C2c3c(oc4ccccc4c3=O)C(=O)N2c2nnc(C(C)C)s2)cc(OC)c1OC (configuration not stated),-6
C=CCN1C(=O)C(CC(=O)O)SC1=Nc1cccc([N+](=O)[O-])c1 (configuration not stated),3
Cc1cc2nn(-c3ccccc3)nc2cc1NC(=O)Cc1ccc(Cl)cc1,3
O=C(CN1C(=O)S/C(=C\c2cccn2-c2cccc(C(=O)O)c2)C1=O)Nc1ccc(F)cc1,-14
O=S(=O)(Cc1ccccc1)c1nc2ccccc2n1Cc1ccc(Cl)c(Cl)c1,16
Cc1ccc(NCN2C(=O)C(C)(C)SC2=S)cc1C,3
COc1ccc(NC(=O)Cn2c(=O)n(Cc3ccccc3Cl)c(=O)c3cc(OC)c(OC)cc32)cc1OC,-5
Nc1c(C(=O)N(c2ccccc2)c2ccccc2)sc2nc3c(cc12)CCC3,-5

structure,RBX1-CUL1 inh
N#C/C(=C\c1ccc(OCc2ccccc2)cc1)c1nc2ccccc2[nH]1,-3
Cc1cc(C(=O)Nc2cc(Cl)ccc2Cl)c(C)o1,3
N#Cc1cc([N+](=O)[O-])ccc1Sc1nc(N)cc(N)n1,-3
CCc1cccc(C)c1NC(=O)CN1CCN(c2ccc(F)cc2)CC1,15
CCOCCc1nn2c(=O)cc(COC(=O)c3ccccc3OC)nc2s1,6
CCOc1ccc(CNC(=O)C2CCN(C(=O)N3CC(CC)Oc4ccccc43)CC2)cc1 (configuration not stated),-4
CCCCN(C)c1nc2c(S(=O)(=O)c3ccc(CC)cc3)nnn2c2ccc(Cl)cc12,-12
CCOc1ccc(NC(=O)Cn2c(=O)n(CCc3ccccc3)c(=O)c3c4c(sc32)CCCC4)cc1,-2

structure,RBX1-CUL1 inh
COc1ccccc1CNC(=O)CSc1ccc(-c2sc(-c3ccccc3)nc2C)nn1,2
O=C(C[n+]1ccc(-c2ccncc2)cc1)C12CC3CC(CC(C3)C1)C2,9
COC(=O)c1sccc1S(=O)(=O)N(CC(=O)Nc1cc(C)cc(C)c1)c1ccc(Cl)cc1,-5
Cc1nnc(SCC(=O)NCc2ccc(N(C)C)cc2)c2nn(-c3ccccc3)c(C)c12,-2
Cn1nc(-c2ccccc2)c2cccc-2c1-c1ccccc1,-7
Fc1ccc(-c2nn(-c3ccccc3Cl)c3c2cnc2ccccc23)cc1,-11
c1ccc(C2CCCN2c2nc3nonc3nc2N2CCSCC2)nc1 (configuration not stated),13
COCc1ccc(C(=O)Nc2ccc(-c3nc(CNC(=O)Cc4ccc(F)cc4)c(C)o3)cc2)o1,2

structure,RBX1-CUL1 inh
COc1ccc(CCNC(=O)c2sc3nc(-c4ccc(F)cc4)ccc3c2N)cc1,-6
Cc1nc(Nc2nc3ccccc3o2)ncc1C(=O)Nc1ccc(F)cc1,-1
O=C1CSC2(C(=O)N(Cc3ccccc3)c3ccccc32)N1c1cccc(F)c1 (configuration not stated),3
O=C(C1CCN(c2ccccc2)C1=O)N1CCN(c2cnccn2)CC1 (configuration not stated),-9
O=C(NCc1ccc2c(c1)OCO2)c1ccc(N2CCC(NCCCN3CCCC3=O)CC2)cc1,4
Cc1ccc(C(=O)N2CCc3c(cnc(C)c3CNC(=O)c3ccccc3F)C2)c(C)c1,7
CCN(Cc1ccccc1)Cc1c(O)ccc2c(=O)c(-c3ccccc3OC)c(C(F)(F)F)oc12,-1
Cc1cccc(NS(=O)(=O)c2ccc3c(c2)CC(C)N3C(=O)C2CCC2)c1C (configuration not stated),2

structure,RBX1-CUL1 inh
CC(C)c1ccc(Nc2cc(C(=O)NCc3cccs3)c3ccccc3n2)cc1,5
O=C(CCc1cn[nH]c1)N1CCCC(CCc2cccc(F)c2)C1 (configuration not stated),-7
COc1cc(NC(=O)Cn2c(=O)n(CC3CCCO3)c(=O)c3ccccc32)cc(OC)c1 (configuration not stated),-4
O=C(Oc1ccccc1C(=O)Nc1ccccc1)c1ccccc1F,8
Cc1ccc(S(=O)(=O)NC(=O)COc2ccccc2)cc1,-8
CNC(=O)Cc1nc2ccccc2[nH]1,-6
O=[N+]([O-])c1n[nH]nc1-c1cnn(-c2ccccc2)n1,7
CCC(=O)N1C2C3N(Cc4ccccc4)C4C(N2Cc2ccccc2)N(C(=O)CC)C(C1N3C(=O)CC)N4C(=O)CC,0

2 entries from above, field by field:
> CCn1cc(/C=C/C(=O)Nc2nc(-c3ccc(C)c(C)c3)c(C)s2)cn1
- RBX1-CUL1 inh: -6
> CCCCN(C)c1nc2c(S(=O)(=O)c3ccc(CC)cc3)nnn2c2ccc(Cl)cc12
- RBX1-CUL1 inh: -12

The listing continues.
structure,RBX1-CUL1 inh
COc1cccc(NC(=O)C2CCCN(S(=O)(=O)c3c(C)nn(C)c3C)C2)c1 (configuration not stated),2
CCOc1ccc(-n2nc3c(n2)C(N)NN3)cc1 (configuration not stated),-2
CCOC(=O)COc1ccc(/C=C2\SC(=O)N(CC(=O)N3CCOCC3)C2=O)cc1,3
CN(CC1CCCN(CCc2ccc(F)cc2)C1)C(=O)C(=O)c1ccco1 (configuration not stated),6
COc1ccc(-c2cc(-c3ccccc3)nc3c2COc2ccc(Cl)cc2-3)cc1,-4
Cc1ccc(COc2cccc3cc(-c4noc(-c5ccc(C)cc5)n4)c(=O)oc23)cc1,-11
CN(Cc1ccccc1)C(=O)c1cc2c(s1)-c1ccc(Cl)cc1SC2,-2
Cc1noc(C)c1CCC(=O)N1CCCC(C(=O)c2ccc3c(c2)OCO3)C1 (configuration not stated),11

structure,RBX1-CUL1 inh
COc1ccc(CCNC(=O)CCc2ccc(S(=O)(=O)Nc3ccc(C)cc3)cc2)cc1,-1
CCOC(=O)C1(CCc2ccccc2)CCCN(Cc2ccc(OC)c(O)c2)C1 (configuration not stated),2
CC1(C)CC(=O)CC(=NNC(=O)c2ccncc2)C1,6
CN(C)CN1C(=O)S/C(=C\c2cn(Cc3ccccc3)c3ccccc23)C1=O,6
Cc1ccc(NC(=O)N2N=C3c4ccccc4CCC3C2c2ccc(Cl)cc2)cc1 (configuration not stated),-11
CC1CCN(Cc2nnnn2CCCC(=O)N2CCC(c3ccccc3)CC2)CC1,5
CCCCCOc1ccc(Cn2c(=O)oc3ccc(C)cc32)cc1OC,5
CCOC(=O)CN1C(=N)N(c2nc(SC)nc(N(C)C)n2)CC1=O,7

structure,RBX1-CUL1 inh
CCOc1ccc(S(=O)(=O)N(C)CC(=O)N2CCCCC2)cc1C,0
Cc1ccccc1CN1CCC(C(=O)NC2CC2)CC1,11
N#Cc1cscc1Br,1
COc1ccc(Cl)cc1C(=O)Nc1ccc(-c2nnc3n2CCCCC3)cc1,1
COc1ccccc1CCNC(=O)Cc1ccc(N2CCC(NCCn3cncn3)CC2)cc1,-1
Cc1cccc(NC(=O)CSc2ccc(-c3ccccn3)nn2)c1,2
CCOC(=O)c1c(NC(=O)C(C)Sc2cn(CCNC(=O)c3ccc(OC)c(OC)c3)c3ccccc23)sc2c1CCC2 (configuration not stated),-10
N#Cc1c2n(c3c(=O)n(CC(=O)c4ccccc4)cnc13)CCCC2,6

structure,RBX1-CUL1 inh
Cc1cc(OCC(O)CN2CCN(CCO)CC2)cc(C)c1Cl (configuration not stated),13
CCN1CCN(C(=O)c2ccc3c(c2)N(Cc2ccccc2)C(=O)c2ccccc2S3(=O)=O)CC1,0
COc1cc(OC)c(C(=O)Nc2cccc(Cl)c2)cc1OC,-1
O=C(N/N=C1\CCCc2c1[nH]c1ccccc21)C(O)(c1ccccc1)c1ccccc1,5
Cc1c(CC(Cl)(Cl)Cl)c2c(n1O)CC(C)(C)CC2=O,8
Cc1cccc2sc(-n3ncc(C#N)c3N)nc12,3
CCOC(=O)c1c(-c2ccc(C(C)C)cc2)csc1NC(=O)CN1C(=O)c2ccccc2C1=O,-8
COc1cc2c(C(=O)N3CCN(c4ccc(C)cc4)C(C)C3)cn(CC(C)C)c(=O)c2cc1OC (configuration not stated),4
